AmpC inh no detg = AmpC beta-lactamase inhibition without detergent; Potency, µM (top dose mostly 57.1 µM), for the others: at the top dose activity change, negative = inhibition, actives largely listed as inhibitors; actives 0.52% (n = 330,000); AmpC nitrocefin hydrolysis, absorbance 480 nm, 0.0001% Triton; P00811;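 also: potency is read from the fitted curve at half-maximal effect; plate controls were no compound for no effect and no enzyme for full effect; nearly all actives have a fitted effect of over 20% in size; some results filed as inactive show a strong effect at the top dose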
Target sequence (P00811 whole entry, looked up): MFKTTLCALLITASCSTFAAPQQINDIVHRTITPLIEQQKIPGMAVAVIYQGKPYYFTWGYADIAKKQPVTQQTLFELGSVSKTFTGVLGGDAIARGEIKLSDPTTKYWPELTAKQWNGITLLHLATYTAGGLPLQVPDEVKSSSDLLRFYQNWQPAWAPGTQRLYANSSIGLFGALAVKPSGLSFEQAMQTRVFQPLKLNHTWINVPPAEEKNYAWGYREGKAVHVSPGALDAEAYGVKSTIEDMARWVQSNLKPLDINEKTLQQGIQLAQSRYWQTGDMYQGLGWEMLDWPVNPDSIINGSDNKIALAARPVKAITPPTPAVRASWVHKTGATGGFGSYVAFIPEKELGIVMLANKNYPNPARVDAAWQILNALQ
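20 mM phosphate pH 7.0 + 0.01% (detergent screen) or 0.0001% Triton X-100; 5.3 nM AmpC reagent; cpd preinc 15 min RT; nitrocefin (800 uM stock) to start; A480 q20 s × 4 min; Activity was normalised to no-enzyme and no-compound control wells.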
Giardia FBPA inh = blocks Giardia fructose-bisphosphate aldolase activity; A8B2U2; purified Giardia FBPA; Potency, µM (top dose mostly 59.6 µM), for the others: at the highest dose activity, negative = inhibition, actives largely listed as inhibitors; actives 0.71% (n = 290,000); AID 2451; also: potency is read from the fitted curve at half-maximal effect; nearly all actives have a fitted effect of over 55% in size
Target sequence (A8B2U2 whole entry, looked up): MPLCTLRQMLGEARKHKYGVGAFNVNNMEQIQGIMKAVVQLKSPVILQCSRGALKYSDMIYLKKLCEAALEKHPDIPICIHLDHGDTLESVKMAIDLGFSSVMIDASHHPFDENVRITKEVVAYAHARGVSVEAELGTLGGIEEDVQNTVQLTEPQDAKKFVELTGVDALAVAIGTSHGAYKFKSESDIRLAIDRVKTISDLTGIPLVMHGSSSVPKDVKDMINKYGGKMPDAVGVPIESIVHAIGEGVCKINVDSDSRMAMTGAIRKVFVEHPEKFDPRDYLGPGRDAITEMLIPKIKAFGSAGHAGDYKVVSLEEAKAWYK
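40 nM FBPA preincubated 10 min at RT with compound (up to 57.5 uM final), then substrate plus GAPDH/TPI/NAD/arsenate coupling and diaphorase/resazurin added. Fluorescence read after 20 min at RT, 525/598 nm.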
Sm TGR block = inhibitors of Schistosoma mansoni thioredoxin glutathione reductase; Q962Y6; purified TGR, DTNB reduction, TNB absorbance 405 nm; Potency, µM (series often up to 114 µM), for inactives: at the highest dose activity change, negative = inhibition, usual class: inhibitors; actives 3% (n = 360,000); also: potency is read from the fitted curve at half-maximal effect; nearly all actives have a fitted effect of over 60% in size
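TGR 20 nM + NADPH 100 uM (dispensed conc.), cpd preinc 15 min RT; start with NADPH (500 uM addition) then DTNB (15 mM addition). Kinetic TNB absorbance, 405 nm filter. Four-parameter Hill fit across titration.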
AMA1-RON2 inh = AMA1-RON2 (P. falciparum) interaction inhibition; AlphaScreen AMA1-biotinylated RON2 peptide binding; Potency, µM (highest dose often 58.2 µM), for inactives: at the highest dose activity change, negative = inhibition, most hits filed as inhibitors; actives 0.2% (n = 360,000);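 also: potency is read from the fitted curve at half-maximal effect; 0% = vehicle wells and -100% = peptide control; nearly all actives have a fitted effect of over 45% in size; some results filed as inactive show a strong effect at the top dose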
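AMA1 (3D7) with his tag at 25 nM final met compounds first, then biotinylated RON2 peptide at 25 nM; detection used donor plus acceptor beads, 10 µg/mL apiece, read by AlphaScreen after 30 min at room temperature.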
HCMV antiviral = inhibitors of human cytomegalovirus; actives 4.5% (n = 410,000); activity change, negative = inhibition, % at 57.5 µM; HFF cells, HCMV-luciferase reporter, 72 h; active compounds read low; in the data active = activity change below about -60%; inconclusive = no clear call, values can overlap the other calls; inactive = above about -39%
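Inhibition of viral replication was scored as loss of reporter luminescence in HFFs infected with HCMV-luciferase (MOI 1 PFU/cell) for 72 h; compounds tested at 2 doses, normalized to buffer and Salinomycin controls.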
AmpC inh detg = AmpC beta-lactamase inhibition with detergent present. P00811. AmpC hydrolysis of nitrocefin, absorbance 480 nm, 0.01% Triton. Potency, µM (titrated, usually from 114 µM), for the others: top-dose activity change, negative = inhibition, usual class: inhibitors. actives 0.041% (n = 370,000). AID 485294;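 also: potency is read from the fitted curve at half-maximal effect; 0% = no-compound wells and -100% = no-enzyme wells; nearly all actives have a fitted effect of over 25% in size; some results filed as inactive show a strong effect at the top dose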
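AmpC (5.3 nM in the dispensed reagent) in 20 mM phosphate pH 7.0 with 0.01% (detergent screen) or 0.0001% Triton X-100 was preincubated with compounds for 15 min at room temperature. Nitrocefin was then added from an 800 uM solution, and hydrolysis was followed at 480 nm.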
Numbers without * were called inactive; u = inconclusive; x = not tested or not shown; [ ] = remark or other dose. Unless noted, calls follow the shape of the dose curve; as a rule, active = well fitted curve in the direction sought with a large enough effect; inconclusive = small, poorly fitted or top-dose-only effect, or another doubt; inactive = no such curve, though single readings can be large; an effect the other way counts as inactive or inconclusive. Unless noted, % is scaled to controls: 0 for no effect and ±100 for the full control effect.

The first 5 records, to show the layout:
Sequence of screens: AmpC inh no detg, Giardia FBPA inh, Sm TGR block, AMA1-RON2 inh, HCMV antiviral, AmpC inh detg
> Cc1cc(NC(=O)/C=C/C(=O)N(CC(=O)NC2CCCC2)c2ccc(F)cc2)no1
    -11%, -2%, 24%, -4%, 29, -2%
> COc1ccccc1Oc1c(C)oc2c(CN3CCN(C)CC3)c(O)ccc2c1=O
    -11%, -1%, -26%, x, 13, -2%
> COc1ccc(CCN(C)C(=O)C23CC4CC(CC(Cl)(C4)C2)C3)cc1OC
    108%[activator], x, -24%, 22%, 26, 2%
> CCCn1c2ccccc2c2cnn(CC(=O)NC3CCCC(C)C3C)c(=O)c21 (stereo unspecified)
    -7%, x, 1%, -5%, -30, u
> CC1=CC(C)(C)N2C(=O)C3(NCCc4c3[nH]c3ccccc43)c3cccc1c32 (stereo unspecified)
    2%, -6%, -3%, -11%, u, 7%

Results, previewed entries included:
Sequence of screens: AmpC inh no detg, Giardia FBPA inh, Sm TGR block, AMA1-RON2 inh, HCMV antiviral, AmpC inh detg
> Cc1cc(NC(=O)/C=C/C(=O)N(CC(=O)NC2CCCC2)c2ccc(F)cc2)no1
    -11%, -2%, 24%, -4%, 29, -2%
> COc1ccccc1Oc1c(C)oc2c(CN3CCN(C)CC3)c(O)ccc2c1=O
    -11%, -1%, -26%, x, 13, -2%
> COc1ccc(CCN(C)C(=O)C23CC4CC(CC(Cl)(C4)C2)C3)cc1OC
    108%[activator], x, -24%, 22%, 26, 2%
> CCCn1c2ccccc2c2cnn(CC(=O)NC3CCCC(C)C3C)c(=O)c21 (stereo unspecified)
    -7%, x, 1%, -5%, -30, u
> CC1=CC(C)(C)N2C(=O)C3(NCCc4c3[nH]c3ccccc43)c3cccc1c32 (stereo unspecified)
    2%, -6%, -3%, -11%, u, 7%
> COC(=O)N/N=C\c1ccc(OC/C=C/c2ccccc2)cc1
    -14%, 5%, -23%, -4%, 37, -1%
> Cc1ccc(-n2c(C)nn(CC3CC3)c2=O)cc1
    -2%[2.29 µM], 1%, 6%, u, 9, u
> Cc1ccc(S(=O)(=O)N2CCCCC2)cc1NC(=O)CNc1ccc(C(F)(F)F)cc1
    -23%, x, 5%, 7%, -29, u
> Cc1ccc(S(=O)(=O)Nc2ccsc2C#N)cc1
    -11%, -17%, -12%, 0%, 43, 3%
> Cc1ccc(C)c(NC(=O)CCc2nnc3ccc(N4CCCCC4)nn23)c1
    69%[activator], 2%, -1%, 8%, -33, -13%
> NS(=O)(=O)c1ccc(NC(=O)CSc2n[nH]c(=O)n2Cc2ccccc2)cc1
    -29%, 1%, 1%, 0%, 7, 2%
> COC(=O)C1(C(O)C(=O)c2ccc(C)cc2C)CCCCC1 (stereo unspecified)
    -12%, 3%, 2%, -2%, 12, u
> O=C(COC(=O)CCC(=O)c1cccs1)Nc1ncc(Cl)cc1Cl
    -17%, 0%, -17%, -2%, -15, 1%
> COc1ccnc2c1c(=O)n(Cc1cccc(Cl)c1)c(=O)n2C
    4%, 10%, 3%, -3%, 10, 2%
> Cc1cccc(CC(=O)NCCS(=O)(=O)N2CCN(c3cccc(Cl)c3)CC2)c1
    35%, x, -4%, -8%, -13, -22%
> CCCOc1ccccc1NC(=O)c1ccc([N+](=O)[O-])cc1
    -26%, -1%, 11%, 4%, 6, -9%
> CC1(C)CC(=O)C=C(NC2CCCCCCC2)C1
    -12%, 5%, -32%, 6%, -23, u
> CCOC(=O)c1cnc(SCC(=O)Nc2ccc(N3CCOCC3)c(Cl)c2)nc1N
    -20%, 4%, 5%, -6%, 33, -14%
> CNc1oc(/C=C/c2ccccc2)nc1C#N
    -15%, 0%, -12%, 3%, 45, -14%
> C/C(=N\Nc1ccc(Cl)c(C(=O)O)c1)c1ccc(Br)s1
    -14%, -18%, 50µM*, -9%, -1, -18%
> COc1ccc(OC)c(C(=O)NC(CC(N)=O)c2ccc(NCc3ccc(F)c(F)c3)c([N+](=O)[O-])c2)c1 (stereo unspecified)
    32%, 25%, 1%, 0%, 30, u
> CCOC(=O)c1cnc2c(ccc3ccccc32)c1Nc1ccc(N(C)C)cc1
    x, x, 6%, x, 4, 7%
> COC(=O)c1cc(Cl)cc2c(CCO)c[nH]c12
    -8%, x, x, 1%, 0, x
> COc1ccccc1C1CCN(c2ccc([N+](=O)[O-])c(OC)c2)CC1
    -16%, 2%, 9%, u, 26, -6%
> COc1cc2c(cc1OC)C(C)N(C(=O)c1c(C)noc1C)CC2 (stereo unspecified)
    2%, 4%, -6%, 0%, u, 2%
> C=C1C(=O)C=C[C@]2(C)C[C@@H]3OC(=O)[C@](C)(O)[C@H]3C[C@@H]12
    -6%, 4%, -33%, 1%, -98*, 2%
> Cc1ccc(CNC(=O)c2sccc2-n2cccc2)cc1
    -13%, 2%, -33%, -5%, -24, 3%
> Cc1nn(Cc2c(Cl)cccc2Cl)c(C)c1NC(=O)Cn1nc([N+](=O)[O-])c(Cl)c1C
    -6%, 5%, 0%, -4%[2.32 µM], 57, -14%
> N=C1SCC(=O)N1c1ccccc1Cl
    -4%, -10%, 16%, 8%, 5, -1%
> COc1ccc(C2c3c(oc4ccccc4c3=O)C(=O)N2c2nc(C)c(C)s2)cc1 (stereo unspecified)
    x, x, 1%, x, 5, -7%

Reprinted at random: 3 entries already listed
Sequence of screens: AmpC inh no detg, Giardia FBPA inh, Sm TGR block, AMA1-RON2 inh, HCMV antiviral, AmpC inh detg
> C/C(=N\Nc1ccc(Cl)c(C(=O)O)c1)c1ccc(Br)s1
    -14%, -18%, 50µM*, -9%, -1, -18%
> CCCn1c2ccccc2c2cnn(CC(=O)NC3CCCC(C)C3C)c(=O)c21 (stereo unspecified)
    -7%, x, 1%, -5%, -30, u
> COc1ccc(C2c3c(oc4ccccc4c3=O)C(=O)N2c2nc(C)c(C)s2)cc1 (stereo unspecified)
    x, x, 1%, x, 5, -7%

Next compounds
Sequence of screens: AmpC inh no detg, Giardia FBPA inh, Sm TGR block, AMA1-RON2 inh, HCMV antiviral, AmpC inh detg
> CCOc1ccc(S(=O)(=O)NCCC(=O)OCC(=O)N2CC(=O)Nc3ccccc32)cc1
    -6%, 7%, -2%, -6%, 13, -7%
> COc1ccccc1CNC(=O)c1cn(C)c2ccc(S(=O)(=O)N(C)C3CCCCC3)cc2c1=O
    x, x, 1%, x, -5, 8%
> CSCCC(NC(=O)COc1ccccc1)C(=O)N1CCN(c2ccccc2F)CC1 (stereo unspecified)
    67%[activator], -1%, -12%, 6%, -11, u
> CCCCN(CC)CCNC(=O)CCn1cnc2onc(-c3ccc(F)cc3)c2c1=O
    x, x, 3%, x, -36, 24%
> CC(=O)Nc1ccc(S(=O)(=O)NC(CC(=O)NCCCN2CCOCC2)C(C)C)cc1 (stereo unspecified)
    -9%, 2%, -34%, -1%, 12, 0%
> COc1ccccc1NS(=O)(=O)c1ccc(C(=O)N2CCCCCCC2)cc1
    73%[activator], x, -2%, -1%, -18, 1%
> CC(C)(C)N=C1C([N+](=O)[O-])=CC=C2C1=NC1(CCCCC1)N2O
    -21%, u, u, u, -19, 6%
> Cc1ccc(-c2nnc(Nc3ccc4c(c3)OCO4)c3ccccc23)cc1S(=O)(=O)NCCO
    1%, -14%, -2%, -11%, -94*, -9%
> CCCCn1nnnc1NCc1ccc(C)cc1
    -8%, 3%, 2%, 1%, -30, -9%
> COc1ccc2c(c1OC)C(=O)N1N=C(c3ccc(F)cc3)CC21 (stereo unspecified)
    -11%, 0%, 6%, 4%, -17, 3%
> Cc1ccc2c(c1)c(C)c(C)n2CC(O)CN1CCCCC1C (stereo unspecified)
    1%, 0%, -2%, -9%, -8, -13%
> Cc1ccc(Cl)cc1Nc1nc(-c2sc(NC(=O)c3cccc(Cl)c3)nc2C)cs1
    -55%, 0%, 3%, x, x, -4%
> COc1ccc2c(c1)c(C(=O)CN1CCN(C(=O)c3ccco3)CC1)c(C)n2C
    40%, -12%, -33%, 6%, 102, -9%
> O=C(c1ccc(-c2nc3ccccc3s2)s1)N1CCOCC1
    24%, 0%, 5%, -4%, -72*, -9%
> O=[N+]([O-])c1ccc(O)c(C(C#Cc2ccccc2)N2CCOCC2)c1 (stereo unspecified)
    8.9µM*, 9%, -7%, 0%, -18, -3%
> COc1ccc(C(=O)N2CCCCCC2)cc1OC1CCN(C(C)C)CC1
    -16%, x, -23%, -16%, -21, 2%
> COc1ccccc1NC(=O)CSc1nnc(-c2ccoc2C)n1C
    -38%, 19%, 8%, 2%, 5, -8%
> CCC(CC)C(=O)Nc1cccc(C(=O)N2CCCC2)c1
    -23%, 5%, -4%, -5%, 13, -5%
> CCN(CC)c1cc2c(cc1F)c(=O)c(S(=O)(=O)c1ccc(OC)cc1)cn2Cc1ccccc1
    x, x, -4%, x, -10, 4%
> COC(=O)c1[nH]c2ccc(Br)cc2c1NC(=O)CN1CCCc2ccccc21
    -12%, -9%, -35%, 0%, -3, -9%
> CCCn1c(=N)c(C(=O)NCc2cccnc2)cc2c(=O)n3cccc(C)c3nc21
    x, x, -1%, x, u, 11%
> COC(=O)c1cc2c(ccn2-c2ccc(F)cc2)n1Cc1cccc(OC)c1
    -14%, -4%, 7%, -11%, 1, -16%
> COC(=O)c1nc(NC(=O)C(C)(C)C)n[nH]1
    -12%, 0%, 32µM*, 2%, 33, -1%
> CC(C)(C)OC(=O)N1CCC[C@H]1C(=O)NCc1ccc(Cl)cc1Cl
    40%, 8%, 2%, -8%, -28, 2%
> CC(C)NC(=S)N1CCC(Cc2ccccc2)CC1
    -18%, 0%, 1%, 1%, -32, -8%
> CCCOc1ccc(-c2cc(C(F)(F)F)c(C#N)c(SCCC(=O)O)n2)cc1
    x, x, -1%, x, 15, -1%
> COc1ccc(C(=O)/C=C/c2ccc(OC)c(Cn3nnc4ccccc43)c2)cc1
    -8%, 3%, -6%, -17%, u, -9%
> COc1ccc(/C(O)=C2\C(=O)C(=O)N(c3cc(C)on3)C2c2ccc(OC)c(OC)c2)cc1OC (stereo unspecified)
    -12%, 3%, -7%, 1%, -34, 4%
> CCOc1cc(/C=N\n2nnnc2N)ccc1O
    -8%, 7%, 5%, -8%, -8, 1%
> Cc1nonc1NC(=O)CSc1nnc(-c2ccoc2C)n1C
    -14%, -1%, -4%[11.4 µM], -4%, 12, -6%
> O=C1C2CC=CCC2C(=O)N1c1nc2n(n1)C(c1ccccc1)CC(c1ccccc1)N2 (stereo unspecified)
    68%[activator], -2%, 0%, -6%, 7, -10%
> O=C(CSc1nncn2c1cc1sccc12)Nc1ccc(Br)cc1F
    x, x, 1%, x, u, 15%
> COc1ccc(C(=O)/C=C/c2ccc(OC)c(COc3ccc(F)cc3)c2)cc1
    -17%, -3%, -20%, -5%, -30, 0%
> COc1cc(COCC(O)CN2CCCCC2C)cc(OC)c1OC (stereo unspecified)
    -18%, 3%, -2%, 7%, 47, -4%
> Cc1ccc(OCCCCN2CCCCC2)c(Br)c1
    7%, -24%, -9%, -6%, -24, -1%

High-throughput results: PubChem BioAssay, National Center for Advancing Translational Sciences (NCATS)
